From PubChem
GPT2 inh: GPT2 alanine aminotransferase inhibition; 100,000 tested, 0.25% active; Potency, µM (top dose mostly 57.7 µM), for the others: at the top dose activity change, negative = inhibition, most hits filed as inhibitors; AID 1671188; Recombinant GPT2, coupled pyruvate oxidase/HRP Amplex Red fluorescence; note: potency is the fitted concentration of half-maximal effect; nearly all actives have a fitted effect of over 60% in size; many of its hits are not listed in these tables
Target sequence (Q8TD30 whole entry, looked up): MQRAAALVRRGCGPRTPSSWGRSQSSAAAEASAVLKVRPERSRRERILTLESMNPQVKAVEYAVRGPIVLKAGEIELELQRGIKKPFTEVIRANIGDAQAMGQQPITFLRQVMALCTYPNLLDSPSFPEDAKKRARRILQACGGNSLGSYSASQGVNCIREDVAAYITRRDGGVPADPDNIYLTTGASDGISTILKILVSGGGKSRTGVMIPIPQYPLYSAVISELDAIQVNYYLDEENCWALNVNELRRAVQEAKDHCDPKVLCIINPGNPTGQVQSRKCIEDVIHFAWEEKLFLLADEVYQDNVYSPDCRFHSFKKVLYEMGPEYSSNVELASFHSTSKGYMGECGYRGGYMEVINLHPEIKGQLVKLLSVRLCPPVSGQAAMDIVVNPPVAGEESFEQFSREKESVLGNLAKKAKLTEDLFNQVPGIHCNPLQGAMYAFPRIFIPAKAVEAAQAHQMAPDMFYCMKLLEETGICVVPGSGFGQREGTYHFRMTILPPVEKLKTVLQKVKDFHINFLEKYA
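Recombinant GPT2 (10ng/uL) with 250uM a-KG and 2mM L-alanine, 30 min at room temperature, in HEPES pH 7.5 buffer. Pyruvate detected by pyruvate oxidase/HRP/Amplex Red fluorescence after 30 min in the dark; AOA (50uM) as positive control.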
SNCA expr inh: reduces expression of the alpha-synuclein gene; HEK-293 SNCA-luciferase knock-in, luminescence, 24 h; Potency, µM (titrated, usually from 57.2 µM), without a hit: top-dose activity change, negative = inhibition, actives largely listed as inhibitors; 140,000 tested, 0.17% active;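 note: potency is the fitted concentration of half-maximal effect; plate controls were DMSO cells for no effect and cell-free wells for full effect; nearly all actives have a fitted effect of over 45% in size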
3T3 cytotox: cytotoxic compounds in NIH 3T3 cells; NIH 3T3 viability, CellTiter-Glo ATP luminescence, 48-72 h; Potency, µM (doses to about 96.7 µM), for the others: at the highest dose activity change, negative = cytotoxicity, hits mostly inhibitors; 94,000 tested, 4.3% active; AID 1345082; note: potency is the fitted concentration of half-maximal effect; nearly all actives have a fitted effect of over 55% in size
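Cytotoxicity was measured by CellTiter-Glo ATP luminescence after 48 or 72 h compound exposure at 37 °C. Mouse NIH 3T3 fibroblasts were seeded at 400 cells/well and dosed by 23 nL pin transfer.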
HEK293 tox: HEK 293 cell cytotoxicity. HEK 293 viability, ATP luminescence (CellTiter-Glo), 48-72 h. Potency, µM (doses to about 115 µM), without a hit: top-dose activity change, negative = cytotoxicity, usual class: inhibitors. 94,000 tested, 6.6% active; note: potency is the fitted concentration of half-maximal effect; nearly all actives have a fitted effect of over 60% in size
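HEK 293 cells seeded at 250 cells/well were exposed to compound for 48 or 72 hr at 37 degree Celsius. Viability taken as ATP content by CellTiter-Glo luminescence.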
Luciferase inh: blocks purified firefly luciferase enzyme activity. purified P. pyralis luciferase, luminescence, biochemical. Potency, µM (titrated, usually from 115 µM), for the others: top-dose activity change, negative = inhibition, most hits filed as inhibitors. 76,000 tested, 2.5% active. AID 1347043; note: potency is the fitted concentration of half-maximal effect; nearly all actives have a fitted effect of over 65% in size
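Inhibitors were tested against purified firefly luciferase in a biochemical, low-substrate format (both substrates at 10uM) and luminescence measured with a CCD imager.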
HEK293 viab: cell viability loss counter-screen. HEK-293-SNCA-luc viability, GF-AFC fluorescence, 24 h. Potency, µM (series often up to 57.1 µM), without a hit: top-dose activity change, negative = cytotoxicity, usual class: cytotoxic. 150,000 tested, 0.12% active. AID 1671193;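 note: potency is the fitted concentration of half-maximal effect; 0% = DMSO-treated cells and -100% = medium-only wells without cells; nearly all actives have a fitted effect of over 30% in size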
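HEK-293-SNCA-luc cells (1500/well) plated 24 h, then exposed 24 h to a dilution series; GF-AFC added 30 min at 37C, fluorescence 405/540 nm; normalised to medium-only and DMSO wells, Hill fit.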
IP6K1 inh: inhibitors of human IP6K1 | IP6K1 kinase, ADP-Glo luminescence, 2 h; stronger effect = lower value | 140,000 tested, 0.81% active | Q92551 | activity change, % (series mostly up to about 58 µM) | AID 1645851; in the data active = activity change below about -25%
Target sequence (Q92551 whole entry, looked up): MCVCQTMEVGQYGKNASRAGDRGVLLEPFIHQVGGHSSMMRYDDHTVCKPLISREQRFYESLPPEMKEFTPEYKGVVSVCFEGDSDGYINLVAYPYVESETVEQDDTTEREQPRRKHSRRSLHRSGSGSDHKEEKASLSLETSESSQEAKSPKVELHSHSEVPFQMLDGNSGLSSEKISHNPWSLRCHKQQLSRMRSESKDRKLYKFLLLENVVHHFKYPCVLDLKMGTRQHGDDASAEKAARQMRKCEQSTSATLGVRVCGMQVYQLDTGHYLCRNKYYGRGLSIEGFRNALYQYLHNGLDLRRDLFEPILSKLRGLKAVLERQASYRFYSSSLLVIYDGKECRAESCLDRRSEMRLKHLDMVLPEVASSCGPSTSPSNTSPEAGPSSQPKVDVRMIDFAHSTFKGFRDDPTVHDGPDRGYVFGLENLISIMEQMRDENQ
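ADP-Glo luminescence measures ADP made by human IP6K1 during a 2 h RT reaction with ATP/IP6 (mix at 1.3 mM/130 uM); top library doses 57.5 and 19.1 uM final.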
* hit, by the source's call; i = inactive; ? = inconclusive; · = no result given; [ ] = dose if it differs, or a comment. Unless noted, calls come from the whole dose curve; as a rule, active = well fitted curve in the direction sought with a large enough effect; inconclusive = small, poorly fitted or top-dose-only effect, or another doubt; inactive = no such curve, though single readings can be large; an effect the other way counts as inactive or inconclusive. Unless noted, % is set by controls: 0 for no effect and ±100 for the full control effect.

Start of the data: the first five entries as a preview:
molecule	GPT2 inh	SNCA expr inh	3T3 cytotox	HEK293 tox	Luciferase inh	HEK293 viab	IP6K1 inh
O=C(c1ccccn1)N1CCCC2(COc3ccccc3[S+](=O)([O-])N2)C1 (configuration not stated)	-6.8%	-11.7%	-3.9%	i	·	-2.9%	17.2
COc1ccc(C(=O)N2CCC(C(=O)Nc3ccc(OC)cc3OC)CC2)cc1	·	-0.7%	·	·	·	-20.4%	-22.1
CCNC(=O)C1N(C(C)C)C(=O)C12CCCCC2 (configuration not stated)	i	-13.3%	-8.5%	0.9%	-5.4%	4.9%	3.8
Cc1ccc(N(CC(=O)NCCSc2ccccc2)S(=O)(=O)c2ccc(F)cc2)cc1	·	?	·	·	·	-23.1%	-0.3
CCOC(=O)[C@@H]1CN(C(=O)C2CCCC2)[C@H]2c3ccc(OC)cc3O[C@@H]12	·	·	-29.5%	?	·	·	5.1

The whole of this part, previewed entries included:
molecule	GPT2 inh	SNCA expr inh	3T3 cytotox	HEK293 tox	Luciferase inh	HEK293 viab	IP6K1 inh
O=C(c1ccccn1)N1CCCC2(COc3ccccc3[S+](=O)([O-])N2)C1 (configuration not stated)	-6.8%	-11.7%	-3.9%	i	·	-2.9%	17.2
COc1ccc(C(=O)N2CCC(C(=O)Nc3ccc(OC)cc3OC)CC2)cc1	·	-0.7%	·	·	·	-20.4%	-22.1
CCNC(=O)C1N(C(C)C)C(=O)C12CCCCC2 (configuration not stated)	i	-13.3%	-8.5%	0.9%	-5.4%	4.9%	3.8
Cc1ccc(N(CC(=O)NCCSc2ccccc2)S(=O)(=O)c2ccc(F)cc2)cc1	·	?	·	·	·	-23.1%	-0.3
CCOC(=O)[C@@H]1CN(C(=O)C2CCCC2)[C@H]2c3ccc(OC)cc3O[C@@H]12	·	·	-29.5%	?	·	·	5.1
O=C(N[C@H]1CO[C@H]2[C@@H]1OC[C@@H]2n1nnnc1Oc1cccc(N2CCOCC2)c1)N1CCOCC1	4.8%	-6.5%	i	-1.5%	-2.5%	0.5%	17.1
O=C(c1ccc(F)cc1)N1CCC(Cc2nc(-c3ccc(F)cc3)no2)CC1	i	0.8%	?	?	5.5%	-13.3%	12.8
COc1ccc(CC(=O)N2CCc3nc(C4CC4)nc(-c4ccc(Cl)cc4)c3C2)cc1	i	35.9%[activator]	?	?	-2.4%	-4.0%	15.1
CCN(C1CCOCC1)C1CN(S(C)(=O)=O)C1	i	9.3%	-3.5%	?	-6.5%	3.9%	-18.9
O=C(CN1C(=O)NC(c2ccccc2Cl)C2=C1COC2=O)Nc1ccc2c(c1)OCO2 (configuration not stated)	i	10.3%	-25.5%	-29.0%	?	-3.1%	-5.7
COc1cccc(CN2C(=O)OC3(CCN(C(=O)c4cccc(C#N)c4)CC3)C2(C)c2cccnc2)c1 (configuration not stated)	-5.4%	-14.7%	?	-5.6%	-9.6%	4.8%	-2.6
COc1cccc(CNC(=O)c2ccc3nc(-c4ccccn4)oc3c2)c1	-22.5%	53.0%[activator]	?	?	·	12.0%	5.1
CCOc1ccc(-n2cc(C(=O)Nc3ccccc3OCC)c3cc(OC)c(OC)cc3c2=O)cc1	·	-17.4%	·	·	·	-16.3%	-19.2
COc1ccc(OC)c(CNC(=O)c2cc3c(Cl)nc4ccccc4c3s2)c1	·	21.3%	·	·	·	-0.2%	-6.2
CC(C)CCN1C(=O)N(c2ccccc2)C(=O)C1CC(=O)Nc1ccc(Cl)cc1 (configuration not stated)	·	1.2%	·	·	·	-10.6%	13.1
CCOC(=O)c1c(S(=O)(=O)N2CCC(C(=O)N3CCN(c4cccc(C)c4C)CC3)CC2)c(C)n(C)c1C	·	?	·	·	·	-25.7%	-2.5
CN1CCN(Cc2cccc(OCC(O)CN3CCOCC3)c2)CC1(C)C (configuration not stated)	i	1.5%	-1.1%	-14.5%	-6.7%	-3.6%	14.9
COc1ccc(NC(=O)Cn2c(N3CCC(C)CC3)nc(C)cc2=O)cc1	3.0%	?	?	?	1.6%	-17.9%	9.7
CN(Cc1ccc(F)cc1)C(=O)c1ccccc1F	0.6%[88.5 µM]	-11.8%[87.6 µM]	-28.3%[138 µM]	?	2.5%[172 µM]	8.4%[87.6 µM]	1.3
Cc1ccc(-n2nnnc2N2CCN(C(=O)Nc3ccc(C)c(F)c3)CC2)cc1C	-10.8%	29.8%	-27.9%	-8.8%	·	-9.5%	6.3
CCN(CC)Cc1cnc2c(C(=O)Nc3ccc(C)cc3Cl)cnn2c1	-6.1%	12.0%	-6.1%	?	-19.4%	15.9%	7.6
N#Cc1ccc(CN2CCC3(CC2)CC(=O)c2ccc(Cl)cc2O3)cc1	-6.1%	-29.2%	-26.3%	?	6.5%	-4.9%	4.5
O=C(O)CCn1ncc2cc(OC3CCN(C(=O)c4ccccc4OC(F)(F)F)CC3)ccc21	0.2%	11.5%	?	-8.2%	-10.3%	5.9%	0.5
COC(=O)C1=C(C)N=C2SC=C(CC(=O)N3CCCC3)N2C1c1cccc(OC)c1 (configuration not stated)	i	-10.3%	?	?	-4.5%	-12.7%	9.3
O=C(Cc1ccccc1)N1CCC(O)(c2csc(CN3CCOCC3)n2)CC1	i	-4.7%[87.6 µM]	4.7%[174 µM]	i	1.0%[172 µM]	-4.1%[87.6 µM]	19.4
FC(F)(F)c1cccc(C2=NOC3(CCN(Cc4ccsc4)CC3)C2)c1	0.9%	13.4%	?	?	2.2%	10.7%	-2.0
CC1(C)CC(CC(=O)N2CCN(Cc3ccccc3)CC(O)C2)CC(C)(C)N1 (configuration not stated)	0.6%	-6.4%	i	-3.9%	1.9%	-19.5%	6.9
CCOc1ccc(NC(=O)c2cn(C3CCCCC3)c(=O)c3c2c2ccccc2n3C)cc1	·	-9.9%	·	·	·	-5.7%	-1.3
O=C1N(CC2CCCCN2)CCN1c1ccccc1 (configuration not stated)	i	·	·	·	·	-4.1%	8.9
c1coc(CN2CC(Oc3ccc(-c4noc(C5CC5)n4)cc3)C2)c1	i	40.3%[activator]	?	?	0.0%	8.2%	-1.2
COc1cc2c(cc1OC)C(COc1ccc3c(C)cc(=O)oc3c1)N(C(=O)Cc1ccc(F)cc1)CC2 (configuration not stated)	·	-14.6%	·	·	·	-1.1%	3.3
COc1ccc(C(=O)N[C@@H]2CN(c3ncccn3)C[C@H]2CN(C)C)cc1F	i	-24.9%	3.8%	-6.1%	1.1%	-11.2%	4.9
Cc1nc(NCC2CC2)ncc1C(=O)O	i	-9.5%	1.7%	-4.3%	7.8%	3.9%	7.2
Cc1nnc2n1CCC(NC(=O)c1ccc(=O)[nH]c1)CC2 (configuration not stated)	4.9%	?	-6.7%	4.6%	-10.5%	2.4%	-3.5
O=C(c1ccccc1)N1CCN(C(=O)c2cccc(-c3ccccn3)c2)CC1	-3.1%	-6.6%	-11.9%	-11.0%	·	-3.8%[12.5 µM]	-16.5
C[C@H](C(=O)NCCN1CCOCC1)C1CC[C@@]2(C)Cc3sc(CS(=O)(=O)Cc4ccc(F)cc4)nc3[C@@H](C)[C@@H]2[C@H]1O (some centres not stated)	-29.3%	-30.0%	-23.6%	-28.3%	1.8%	-3.3%	-6.0
COc1cccc(NC(=O)CN2C(=O)c3cccnc3Oc3ccc(Cl)cc32)c1	·	-2.3%	·	·	·	-25.9%	11.8
CC(=O)N1CCC(N2CC3(C2)C(=O)N(Cc2ccc(C)o2)C(=O)[C@@H]2C[C@@H](O)CN23)CC1	-29.2%[88.5 µM]	0.0%[87.6 µM]	-14.5%[174 µM]	-1.6%[172 µM]	4.0%[172 µM]	-1.5%[87.6 µM]	1.2
CC1(C)CC[C@]2(C(=O)O)CC[C@]3(C)C(=CCC4[C@@]5(C)CC[C@H](O)C(C)(C)C5CC[C@]43C)C2C1 (some centres not stated)	-2.0%[27.3 µM]	·	·	·	·	9.4%[23.9 µM]	8.3
Cc1ccc(NC(=O)N2CCC3(CCNC(=O)CC3)CC2)cc1F	i	129.1%[activator]	?	11.4%	-27.1%	5.2%	0.8
CCc1ccc(-c2nc(SCC(=O)NCC3CCCO3)c(-c3ccc(F)cc3)[nH]2)cc1 (configuration not stated)	·	0.2%	·	·	·	-1.0%	-0.4
O=[S+]([O-])(NC1CCN(c2ccc3nnc(C4CC4)n3n2)CC1)c1ccccc1	·	·	?	?	·	·	0.5
CCc1nnc2c(NCc3ccccc3OC)nc3ccccc3n12	·	37.1%[activator]	·	·	·	-1.3%	6.3
O=C(NCc1cc(F)cc(F)c1)c1noc(-c2ccc3c(c2)OCO3)n1	3.6%	13.9%	-9.0%	7.2%	-18.7%	-5.0%	-17.4
O=C(N[C@@H]1CN(Cc2ccc(F)cc2)C[C@H]1CO)c1ccccc1	i	-13.2%	?	?	-10.0%	-11.0%	-10.0
CS(=O)(=O)N1CCC(OC2CCN(C(=O)NC3CCCC3)CC2)CC1	4.6%	-3.8%	-10.2%	-22.8%	-7.1%	-2.7%	-2.1
Cc1cccc(OCC(=O)N2CCC(n3cc(-c4nc(C)no4)nn3)CC2)c1	3.7%	11.9%	-25.1%	-16.8%	6.3%	-3.6%	40.1
c1ccc(-c2noc(-c3ccn4c(CN5CCSCC5)nnc4c3)n2)cc1	-11.7%	22.9%	-10.4%	-13.6%	-4.8%	-2.2%	15.6
CCOc1ccc(NC(=O)C2CCN(c3nc4ccccc4[nH]3)CC2)cc1	·	45.6%[activator]	·	·	·	6.3%	25.1
O=c1c2c(n(Cc3ccccc3)n1-c1ccccc1)CN(Cc1ccc3[nH]ccc3c1)CC2	-3.5%[88.5 µM]	-20.0%[87.6 µM]	?	?	6.9%[172 µM]	-9.5%[87.6 µM]	8.4
